Wnt bcat act: Wnt/beta-catenin pathway activators, primary screen, cell-based, plate reader, single point. Wnt/beta-catenin reporter cell assay, activator. activation, % at 9.35 µM. 1.2% of 300,000 active. AID 743398, 2014; in the data active means activation above about 30%, passing the limit was not always enough;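 further: 0% = neutral control wells and 100% = positive control wells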
An asterisk follows results filed as active.

SMILES	Wnt bcat act
C[C@H]1[C@@H]2C[C@@]3(O[C@H](c4ccc(C(F)(F)F)cc4)N=C3C[C@@H]1c1ccccc1)N(Cc1ccncc1)C2=O	-7
Cc1cc(C)cc(Cn2cc(CN3CC(N4CCCCC4)CS3(=O)=O)nn2)c1 (centres undefined)	-1
C[C@@H]1CN([C@H](C)CO)C(=O)CCCn2cc(nn2)CO[C@H]1CN(C)C(=O)C1CCCCC1	-1
Cc1cc(CN2CCN(c3ncc(Cc4ccccc4)cn3)CC2)cc(C)c1O	-5
CCC(C(=O)NCc1ccccc1)n1c(Cc2cc(F)cc(F)c2)nc2ccccc21 (centres undefined)	0
Cn1ccc2c(-c3cccnc3)cc3c(c21)C1CCC3O1 (centres undefined)	-1
C=CCN1[C@@H](Cc2ccccc2)COc2cc(N3CCSCC3)ccc2S1(=O)=O	-5
CC(C)C[C@H]1CN(CCCC[C@@H]2CNC(=O)C(=O)N2Cc2ccccc2)C(=O)C(=O)N1Cc1ccccc1	1
Oc1ccc(C[C@H]2CN([C@@H](Cc3ccccc3)CN3CCC[C@@H]3CN3C(=S)NC[C@@H]3Cc3ccccc3)C(=S)N2CC2CCCCC2)cc1	-3
Cc1ccc(S(=O)(=O)C[C@@H]2OC[C@H](Cc3ccccc3)N2S(=O)(=O)c2ccc(C)cc2)cc1	-2
O=c1[nH]nc2c3ccccc3occ1-2	8
O=S1(=O)CC(N2CCN(c3ccccn3)CC2)CN1C1CCCCC1 (centres undefined)	-3
CC(C)(C)C1CCN2CCCC(c3ccc([N+](=O)[O-])cc3)(C1)C21OCCO1 (centres undefined)	-15
CCOC(=O)[C@]12CCCC=C1N(CCC1=CCCCC1)C(=O)[C@H](CC(=O)NCc1ccccc1)C2	-3
COc1ccccc1-c1cn(CC[C@@H]2CC[C@H](NC(=O)C3CCC3)[C@@H](CO)O2)nn1	-2
COC(=O)C1=C(C)N(Cc2ccccc2C(F)(F)F)C(=NCc2cccc(C(F)(F)F)c2)NC1CCc1ccccc1 (centres undefined)	-24
O=C(CC[C@H]1O[C@@H](n2ccc(=O)[nH]c2=O)[C@H](O)[C@@H]1O)NCc1ccco1	-3
CC(C)[C@@H](NC(=O)OC(C)(C)C)c1cc(C(=O)c2c(-c3ccccc3)[nH]c3ccccc23)c(N)s1	-6
CCOC(=O)C1CSCCS(=O)(=O)N1Cc1cc(F)ccc1Br (centres undefined)	-1
COC(=O)C[C@H]1C=C[C@H](NC(=O)Nc2ccccc2F)[C@@H](CO)O1	1
CCc1c(-c2ccc(OC)c(OC)c2)ncn1CCc1ccccc1OC	1
COc1cc(-c2ccc(N3C(c4ccsc4)=Cc4ccccc4C3CC(C)=O)cc2)cc(OC)c1OC (centres undefined)	-3
CCOC(=O)[C@]12CCCC=C1N(Cc1ccco1)C(=O)[C@H](CC(=O)N1CCCC1)C2	1
O=C1NC[C@@H](CCCCN2CCN(CCc3ccc(O)cc3)C(=O)C2=O)N(Cc2ccccc2)C1=O	-1
COC[C@H]1CCCN1c1ccc2c(c1)O[C@H](COCc1ccccc1)CN([C@@H](C)c1ccccc1)S2(=O)=O	-2
Next part:
SMILES	Wnt bcat act
O=C1NC[C@@H](CCCCN2CCN(CCc3ccc(O)cc3)C(=O)C2=O)N(CC2CCCCC2)C1=O	1
COc1ccccc1N1CCN(Cc2cc(=O)oc3ccccc23)CC1	0
COC(=O)c1ccsc1NS(C)(=O)=O	-1
CC(C)(C)OC(=O)C1=CC[C@@H](c2ccc(Cl)c(Cl)c2)N(S(=O)(=O)c2ccc(F)cc2)[C@H]1c1cccc(F)c1	-3
O=C(C[C@H]1CC[C@H](NC(=O)Nc2ccccc2F)[C@@H](CO)O1)NCc1ccc(-c2ccccc2)cc1	-3
CCOC(=O)[C@]12CCCC=C1N(Cc1ccco1)C(=O)[C@H](CC(=O)NCCCOC)C2	-1
COc1cccc(CNC(=O)[C@H]2CCCN2C(=O)[C@H]2CCCN2C(=O)c2ccc(F)cc2)c1	-3
Fc1ccc(-c2nc3ccc(Br)cn3c2Cc2ccsc2)cc1	-2
COc1ccc(NC(=O)c2sc(=O)n(Cc3ccc4ccccc4c3)c2C)cc1OC	-6
COc1cccc(OCCCN2CCC(C(O)(c3ccccc3)c3ccccc3)CC2)c1	-9
Cc1cccc(C)c1NC(=O)C(CCc1ccccc1)N1CCN(C)CC1 (centres undefined)	1
CN(C(=O)CSc1ncnc2c(-c3cccs3)nsc12)C1CCCCC1	5
Cc1cc(Oc2cccnc2)ccc1NC(=O)Cc1c[nH]c2ccccc12	1
O=C(O)C1=CCC(c2ccc(Cl)c(Cl)c2)N(S(=O)(=O)c2ccc(F)cc2)C1c1cccc(F)c1 (centres undefined)	-2
CS(=O)(=O)c1ccc(CNC(=O)C2(C(F)(F)F)CC(CCCO)CCCO2)cc1 (centres undefined)	-2
CC(C)CC1NC(=O)c2cc(Cl)ccc2-n2c1nc1ccccc1c2=O (centres undefined)	1
C[C@@H]1Cc2[nH][nH]c(=O)c2[C@H](c2ccc(Cl)cc2)O1	-2
COc1ccc(N2CCN(C(=O)c3[nH]c(C(F)(F)F)nc3-c3ccccc3)CC2)cc1	-3
CCc1c(-c2cccc(OC)c2)ncn1Cc1cccc(-c2ccccc2)c1	-4
COC[C@@H]1CCCN1c1ccc2c(c1)O[C@H](COCc1ccccc1)CN([C@@H](C)c1ccccc1)S2(=O)=O	5
C[C@@H]1CN([C@H](C)CO)C(=O)c2ccccc2-c2ccccc2CO[C@@H]1CN(C)C(=O)Nc1ccccc1	-1
O=C1O[C@@H](c2ccccc2)C[C@@H](O)[C@H](O)CCc2ccccc21	-2
COCCNC(=O)c1cc2c(c(-c3cccc(-c4cccc(OC)c4)c3)n1)[C@H](CCO)N(S(=O)C(C)(C)C)C2 (some centres undefined)	-4
Cc1cc2c(cc1C)-n1nnnc1C(N1CCCC1)C(=O)N2 (centres undefined)	-2
C=CCCC1CN(Cc2ccc(OC)cc2)S(=O)(=O)c2c(cccc2N2CCCC2)O1 (centres undefined)	-4
Continued:
SMILES	Wnt bcat act
C[C@@H]1ON(C)[C@H]2C[C@H]3c4[nH]c5c(-c6ccc7c(c6)OCO7)cccc5c4CCN3C(=O)[C@@H]12	-1
C(=C\c1ccccc1)/CN1CCN(C(c2cc3ccccc3o2)c2nnnn2Cc2ccccc2)CC1 (centres undefined)	-1
COC(=O)c1ccc2nc(-c3ccc(Cl)cc3)c(Cc3ccsc3)n2c1	1
O=S1(=O)CC(N2CCN(CCO)CC2)CN1Cc1cn(Cc2ccccc2)nn1 (centres undefined)	-3
COc1ccc([C@H]2CC(=O)C[C@@H](CCn3cc(CC4CCCC4)nn3)O2)cc1	-2
O=C(N[C@H](C(=O)N1CCC[C@H]1C(=O)NCCc1ccccc1Cl)c1ccccc1)c1ccc(Cl)cc1Cl	-1
O=C(c1cc(Cl)cc(Cl)c1)N1CCC(=O)N([C@H](COCc2ccccc2)Cc2ccccc2)CC1	0
COC(=O)[C@]12C[C@H](CC(=O)NCc3cccs3)C(=O)N(Cc3ccc4c(c3)OCO4)C1=C[C@H](COCc1ccccc1)O[C@@H]2C	-3
COc1ccccc1-c1ccc([C@@H]2C[C@H]3[C@H](CON3C)CN2S(=O)(=O)c2cc(Cl)cc(Cl)c2)cc1	-3
O=C(c1cccc(Br)c1)c1nc2ccccc2[nH]c1=O	-2
O=c1[nH][nH]c2c1C(c1ccc(F)cc1)OC(CCc1ccccc1)C2 (centres undefined)	-2
CCOC(=O)C1=C[C@@H](C(C)(C)C)N(S(=O)(=O)c2ccc(C)cc2)[C@H]1c1cccc2ccccc12	-2
COc1ccc(CN2C(=O)CSCC2(C)C(=O)Nc2c(C)cccc2C)cc1 (centres undefined)	-1
Cc1ccc2nc(C(C)(C)C)c(Cc3ccsc3)n2c1	-1
CNc1cncc(-c2ccc(NS(C)(=O)=O)cc2)n1	-10
COC(=O)[C@@]12C[C@@H](CC(=O)NCCC(C)C)C(=O)N(Cc3ccco3)C1=CCC(C)(C)C2	-3
O=C(/C=C(\Nc1ccc(Cl)c(Cl)c1)c1ccccc1)c1ccccc1	11
Cc1cc(N2CCNC[C@@H]2C)ccc1N1CCS(=O)(=O)CC1	-1
COC(=O)c1cc2c(c3c4cc(C)ccc4n(S(=O)(=O)c4ccc(C)cc4)c13)C(=O)N(Cc1ccc(C(F)(F)F)cc1)C2	-2
Fc1cccc(Cc2c(-c3ccccc3)nc3ccc(Cl)cn23)c1	1
COc1c2c(c(OC)c3ccccc13)[C@]1(OC2)O[C@H](CCO)C[C@H](O)[C@H]1O	-3
Cc1cccc(C)c1NC(=O)C1(C)CN(S(C)(=O)=O)CC(=O)N1C1CC1 (centres undefined)	-3
CCOC(=O)N1CCN(C(=O)C[C@@H]2C[C@@]3(C(=O)OCC)CCCC=C3N(Cc3ccc(Cl)cc3Cl)C2=O)CC1	-1
CC(C)NC(=O)C1(C)CN(S(C)(=O)=O)CC(=O)N1C1CC1 (centres undefined)	-2
COC(=O)[C@@]1(Cc2ccc(F)cc2)[C@H]2C(CC(=O)C(=O)N3CCCC3)C(=O)C[C@H]2CN1C(=O)c1ccccc1 (some centres undefined)	-4

6 structures from above, ordered by molecular weight, largest number first:
SMILES	Wnt bcat act
COc1ccccc1-c1ccc([C@@H]2C[C@H]3[C@H](CON3C)CN2S(=O)(=O)c2cc(Cl)cc(Cl)c2)cc1	-3
COc1ccc(CN2C(=O)CSCC2(C)C(=O)Nc2c(C)cccc2C)cc1 (centres undefined)	-1
COC(=O)c1ccc2nc(-c3ccc(Cl)cc3)c(Cc3ccsc3)n2c1	1
Fc1cccc(Cc2c(-c3ccccc3)nc3ccc(Cl)cn23)c1	1
O=C(c1cccc(Br)c1)c1nc2ccccc2[nH]c1=O	-2
Cc1ccc2nc(C(C)(C)C)c(Cc3ccsc3)n2c1	-1

Back to the main list, repeating the 7 entries before the break.
SMILES	Wnt bcat act
COC(=O)c1cc2c(c3c4cc(C)ccc4n(S(=O)(=O)c4ccc(C)cc4)c13)C(=O)N(Cc1ccc(C(F)(F)F)cc1)C2	-2
Fc1cccc(Cc2c(-c3ccccc3)nc3ccc(Cl)cn23)c1	1
COc1c2c(c(OC)c3ccccc13)[C@]1(OC2)O[C@H](CCO)C[C@H](O)[C@H]1O	-3
Cc1cccc(C)c1NC(=O)C1(C)CN(S(C)(=O)=O)CC(=O)N1C1CC1 (centres undefined)	-3
CCOC(=O)N1CCN(C(=O)C[C@@H]2C[C@@]3(C(=O)OCC)CCCC=C3N(Cc3ccc(Cl)cc3Cl)C2=O)CC1	-1
CC(C)NC(=O)C1(C)CN(S(C)(=O)=O)CC(=O)N1C1CC1 (centres undefined)	-2
COC(=O)[C@@]1(Cc2ccc(F)cc2)[C@H]2C(CC(=O)C(=O)N3CCCC3)C(=O)C[C@H]2CN1C(=O)c1ccccc1 (some centres undefined)	-4
COC(=O)c1ccc2nc(-c3ccco3)c(Cc3ccc(OC)cc3C)n2c1	-1
COc1ccc(C(=O)NCCNc2nc3cc(C)cc(C)c3cc2C#N)c(OC)c1	-10
Cc1ccccc1C(=O)N[C@@H](Cc1cccnc1)C(=O)N1CCC[C@H]1C(=O)NCCc1ccccc1Cl	8
COC(=O)[C@@]1(Sc2ccc(OC)cc2)CC(=O)N[C@@H]1c1ccccc1	0
C(=C\c1ccccc1)/CN1CCN(C(c2cc3ccccc3o2)c2nnnn2C2CCCCC2)CC1 (centres undefined)	-3
Cc1ccc(S(=O)(=O)N2CCN(c3nc(-c4cccs4)nc4ccccc34)CC2)cc1	0
CCOC(=O)c1sc2nc(OCc3cccnc3)cc(C)c2c1N	-1
Cc1ccc2c(c1)-n1c(nc3ccccc3c1=O)C(Cc1ccc(O)cc1)NC2=O (centres undefined)	0
O=C1CCCCCC[C@@H](O)[C@H](O)C[C@H](c2ccccc2)O1	-1
C=CC(=O)Nc1cccc(Oc2nc(Nc3ccc(N4CCN(C)CC4)cc3OC)ncc2Cl)c1	-2
CC(C)C[C@H](NC(=O)CC1CCCC1)C(=O)N1CCC[C@H]1C(=O)NCc1ccccc1	3
CCOC(=O)[C@]12CCC=C1N(Cc1ccc(Cl)cc1Cl)C(=O)[C@H](CC(=O)N1CCN(C(=O)c3ccco3)CC1)C2	0
FC(F)(F)c1ccccc1Cc1c(-c2ccc(Cl)cc2)nc2c3ccccc3ccn12	-1
O=C1NC[C@@H](CCCCN2C[C@H](Cc3ccccc3)N(CC3CCCCC3)C(=O)C2=O)N(Cc2ccccc2)C1=O	1
CCCCC[C@@H](C)N1C[C@@H](COCc2ccccc2)Oc2cc(N3CCC[C@H]3C(N)=O)ccc2S1(=O)=O	-4
COC(=O)Cc1nnn2c1[C@@H](C)[C@@H](c1ccccc1Br)OC[C@H](C)C2	-3
O=C1NC[C@H](CCCCN2C[C@H](Cc3ccccc3)N(Cc3ccccc3)C(=O)C2=O)N(CCc2ccccc2)C1=O	-5
COC(=O)C1=C(C)N(Cc2cccc(C(F)(F)F)c2)C(=NCc2ccc3c(c2)OCO3)NC1c1ccc(Cl)cc1 (centres undefined)	-12
COc1ccc(N2C(=O)c3n[nH]c(C(C)C)c3C2c2ccc(C)cc2)cc1 (centres undefined)	4
O=Cc1ccccc1Cl	3
COc1cccc(CNC(=O)[C@@H]2CCCN2C(=O)[C@H]2CCCCN2C(=O)c2ccc(Cl)cc2)c1	-1
CCCCCNC(=O)C1C(=O)Nc2ccccc2C(=O)N1c1c(C)cccc1C (centres undefined)	-1
C[C@@H]1CCCCO[C@@H](CN(C)C(=O)Nc2ccc3c(c2)OCO3)[C@@H](C)CN([C@H](C)CO)C(=O)c2cc(NC(=O)Nc3ccc(C(F)(F)F)cc3)ccc2O1	-7
CCOC(=O)C1=CCN(S(=O)(=O)c2ccc(Br)cc2)C1c1cccc(C)c1 (centres undefined)	-3
Nc1nc2ncccn2c1-c1ccc(F)c(F)c1	-2
New compounds follow.
SMILES	Wnt bcat act
CCCCNC(=O)C(NC(=O)c1cnccn1)C(=O)c1ccccc1 (centres undefined)	0
COc1ccc2c(c1)C(=O)[C@H](O)[C@@H](c1ccc(OC)c(Br)c1)O2	-3
COc1ccc(OC)c(CN2C(=O)CCC2(C)c2nnnn2Cc2ccccc2)c1 (centres undefined)	-1
CCc1ccc2cc(C)cc(C)c2n1	-3
O=C(Cc1c[nH]c2ccccc12)Nc1ccc(Nc2cccnc2)cc1	-4
COc1cccc(C(=O)N[C@@H](Cc2cccnc2)C(=O)N2CCC[C@H]2C(=O)NCc2ccccc2)c1	-3
COC(=O)C1=C(C)N(C)C(=NCc2ccccc2C(F)(F)F)NC1c1ccc(C(F)(F)F)cc1 (centres undefined)	-3

Screening data (PubChem BioAssay)

The list is partial (hit frequency here may not be typical).
